ELG1 genotoxic = induces genotoxicity in HEK293T cells with luciferase-tagged ELG1. HEK293T ELG1-luciferase reporter, luminescence, 16 h. 1.3% of 330,000 active. Potency, µM (doses to about 46 µM), for the others: at the highest dose activity change, positive = activation, hits mostly activators; also: potency is read from the fitted curve at half-maximal effect; % of control where 0% means no effect; nearly all actives have a fitted effect of over 60% in size
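Genotoxic stress is detected as increased luminescence from luciferase-tagged ELG1 in HEK293T cells, measured with ONE-Glo after a 16 hr treatment at 37 °C.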
uPA generation = cell surface uPA generation inhibition; cell surface uPA generation assay, qHTS; Potency, µM (titrated, usually from 38.3 µM), without a hit: at the highest dose activity change, negative = inhibition, most hits filed as inhibitors; 0.31% of 330,000 active; active = well fitted inhibition curve with a large enough effect; inconclusive = small, poorly fitted or top-dose-only effect; inactive = no such curve, though single readings can be large or run the other way; tested in mouse RAW 264.7 cells; also: potency is read from the fitted curve at half-maximal effect; % is scaled to controls: 0 for no effect and ±100 for the full control effect; nearly all actives have a fitted effect of over 55% in size
Tb PFK inh = T. brucei PFK enzyme inhibition; O15648; T. brucei PFK, ADP-Glo luminescence; Potency, µM (highest dose often 57.5 µM), without a hit: top-dose activity, negative = inhibition, most hits filed as inhibitors; 0.17% of 330,000 active;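 also: potency is read from the fitted curve at half-maximal effect; 0% = uninhibited 1x PFK enzyme wells and -100% = no-enzyme wells; nearly all actives have a fitted effect of over 60% in size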
Target sequence (O15648 whole entry, looked up): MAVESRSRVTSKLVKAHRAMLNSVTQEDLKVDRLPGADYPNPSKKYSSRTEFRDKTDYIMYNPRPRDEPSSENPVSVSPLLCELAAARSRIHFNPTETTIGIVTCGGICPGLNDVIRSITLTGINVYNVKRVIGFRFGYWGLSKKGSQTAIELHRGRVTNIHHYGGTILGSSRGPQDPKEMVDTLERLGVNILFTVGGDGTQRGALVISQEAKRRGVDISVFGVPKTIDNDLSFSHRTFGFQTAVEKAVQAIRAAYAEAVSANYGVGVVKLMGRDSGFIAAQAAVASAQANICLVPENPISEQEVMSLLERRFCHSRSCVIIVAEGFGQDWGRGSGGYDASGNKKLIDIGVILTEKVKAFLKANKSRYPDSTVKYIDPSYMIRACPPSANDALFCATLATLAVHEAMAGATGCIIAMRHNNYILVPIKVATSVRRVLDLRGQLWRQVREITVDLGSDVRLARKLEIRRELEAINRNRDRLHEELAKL
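In TEA buffer at pH 8.0 with 5 mM MgCl2, enzyme (1.25 nM) converted F6P (0.5 mM) and ATP (0.1 mM) for 45 min at room temperature. ADP product was read by luciferase luminescence.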
Coupling enz = counter-screen for Giardia aldolase inhibitors: coupling enzyme system | coupling enzyme system counterscreen, AmpLite Red fluorescence | activity change, negative = inhibition, % at 58.2 µM, hits read low | 0.67% of 290,000 active | AID 2472; in the data active = activity change below about -30%; also: % is scaled to controls: 0 for no effect and ±100 for the full control effect
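Final compound at 57.5 uM, incubated 10 min at RT with coupling enzyme reagent (glyceraldehyde-3-phosphate), then 20 min with substrate and AmpLite Red detection. Fluorescence read at 525/598 nm; tests interference with the coupling assay, not aldolase inhibition.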
FLuc modulator = counter-screen for miR-21 project: firefly luciferase inhibitors or activators; P08659; purified FLuc, Km substrates, luminescence inhibition; Potency, µM (highest dose often 57.5 µM), for inactives: top-dose activity change, negative = inhibition, actives largely listed as inhibitors; 6.9% of 360,000 active; AID 588342;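 also: potency is read from the fitted curve at half-maximal effect; plate controls were vehicle for no effect and reference inhibitor for full effect; nearly all actives have a fitted effect of over 55% in size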
Target sequence (P08659 whole entry, looked up): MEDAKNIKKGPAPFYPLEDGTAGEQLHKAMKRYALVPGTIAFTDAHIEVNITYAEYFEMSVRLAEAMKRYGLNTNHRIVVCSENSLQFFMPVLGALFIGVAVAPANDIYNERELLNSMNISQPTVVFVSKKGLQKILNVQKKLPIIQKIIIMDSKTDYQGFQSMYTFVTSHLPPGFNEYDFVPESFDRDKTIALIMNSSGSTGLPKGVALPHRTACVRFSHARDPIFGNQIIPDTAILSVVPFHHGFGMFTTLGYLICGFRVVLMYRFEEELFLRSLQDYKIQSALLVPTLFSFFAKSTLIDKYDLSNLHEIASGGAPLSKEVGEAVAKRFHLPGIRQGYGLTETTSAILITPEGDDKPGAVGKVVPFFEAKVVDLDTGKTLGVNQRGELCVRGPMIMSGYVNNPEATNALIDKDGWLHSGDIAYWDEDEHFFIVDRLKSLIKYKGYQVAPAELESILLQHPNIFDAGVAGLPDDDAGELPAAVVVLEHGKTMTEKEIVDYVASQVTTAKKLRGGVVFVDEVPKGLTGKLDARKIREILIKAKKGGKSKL
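Purified P. pyralis luciferase (10nM final) with 10uM D-luciferin and 10uM ATP (Km levels) in 50mM Tris acetate pH 7.5, 10mM Mg acetate, 0.01% Tween-20, 0.05% BSA; qHTS 6-point titration, ~60 µM downward; luminescence read.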
Gal4-VP16 FLuc = counter-screen for ROR gamma inhibitors: Gal4-VP16 reporter | Drosophila S2 Gal4-VP16 UAS-luciferase, luminescence, 20 h | AID 2546 | Potency, µM (top dose mostly 53.6 µM), inactives show at the highest dose activity, negative = inhibition, actives largely listed as inhibitors | 3.5% of 310,000 active;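 also: Gal4-VP16 expression switched on by copper sulfate through the metallothionein promoter; potency is read from the fitted curve at half-maximal effect; % is scaled to controls: 0 for no effect and ±100 for the full control effect; nearly all actives have a fitted effect of over 50% in size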
RORg inh = ROR gamma (mouse) transcription inhibition; 5.4% of 310,000 active; Potency, µM (highest dose often 53.6 µM), for the others: top-dose activity change, negative = inhibition, usual class: inhibitors; Drosophila S2 Gal4-RORgamma UAS-luciferase reporter, 20 h; also: potency is read from the fitted curve at half-maximal effect; % is scaled to controls: 0 for no effect and ±100 for the full control effect; nearly all actives have a fitted effect of over 60% in size
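Compounds are pin-transferred onto Drosophila Schneider cells expressing a copper-inducible Gal4–ROR gamma transactivation domain fusion. After 1 hr, copper sulfate is added to 700 uM final; luciferase is read 20 hr later.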
Rab9 promoter act = Rab9 promoter activation. AID 485297. Potency, µM (titrated, usually from 9.22 µM), for the others: at the highest dose activation, negative = inhibition, actives largely listed as activators. 2.8% of 320,000 active. Huh7 Rab9 promoter-luciferase reporter, luminescence, 24 h; also: potency is read from the fitted curve at half-maximal effect; % of control where 0% means no effect; nearly all actives have a fitted effect of over 60% in size
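Cells were plated at 1500 per well in reduced-serum medium with 10% FBS and left 2 h. Compound in DMSO was then added for 24 h at 37 °C. Reporter signal was read by luminescence after 10 min with luciferase detection reagent.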
Giardia killer = Giardia lamblia killing. Giardia lamblia trophozoite viability. activity change, % at 7.66 µM, hits read low. AID 540267. 0.15% of 340,000 active; in the data active = activity change below about -80%; inconclusive = between about -30% and that limit;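 also: parasites exposed to compound for two days anaerobically before the ATP read; % is scaled to controls: 0 for no effect and ±100 for the full control effect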
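Anaerobic 48 hrs incubation at 37 deg C of 100 trophozoites/well with test compounds; ATPLite 1-Step luminescence, 15-30 min RT, reports cellular ATP as viability.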
KCNH2 3.1 block = KCNH2 3.1 (human) potassium channel inhibition; AID 720553; 0.95% of 340,000 active; activity change, % (tested at about 1.8 µM); U2OS KCNH2 3.1, thallium flux FluxOr; active compounds read low;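 active = maximum activity change below -70%; inconclusive = maximum activity change from -70% to -50%; inactive = maximum activity change above -50%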;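 also: thallium influx rate constant from kinetic fluorescence after stimulation buffer; % is scaled to controls: 0 for no effect and ±100 for the full control effect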
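Thallium flux via FluxOr fluorescence (Red40 quencher, 45 min loading) in U2OS cells virally expressing the KCNH2 3.1 isoform (1.77 x 10^8 /mL virus, overnight at 37 C). Rate constants from 2-min kinetic reads post-stimulation, normalised to positive and negative controls.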
NPC1 prom act = activates the NPC1 promoter; Potency, µM (doses to about 9.22 µM), for the others: at the highest dose activation, usual class: activators; AID 485313; 2.4% of 320,000 active; Huh7 NPC1 promoter luciferase reporter, 24 h;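 also: potency is read from the fitted curve at half-maximal effect; % of control where 0% means no effect; nearly all actives have a fitted effect of over 60% in size; reporter is driven by a mutant NPC1 promoter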
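Huh7 cells stably carrying NPC1 promoter–luciferase, plated in Opti-MEM with 10% FBS for 2 h, were exposed to compound in DMSO for 24 h at 37 °C; luciferase reagent was added for 10 min and luminescence read.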
An asterisk follows results filed as active; ? = inconclusive; . = not tested or not shown; & = joins results of further samples; [ ] = remark or other dose. Unless noted, calls follow the shape of the dose curve; as a rule, active = well fitted curve in the direction sought with a large enough effect; inconclusive = small, poorly fitted or top-dose-only effect, or another doubt; inactive = no such curve, though single readings can be large; an effect the other way counts as inactive or inconclusive.

SMILES	ELG1 genotoxic	uPA generation	Tb PFK inh	Coupling enz	FLuc modulator	Gal4-VP16 FLuc	RORg inh	Rab9 promoter act	Giardia killer	KCNH2 3.1 block	NPC1 prom act
Cc1csc(Sc2ccc(S(=O)(=O)N3CCCC3)cn2)n1	-5%	0%	-4%	1	1%	-15%	11%	-3%	-5	8	0%
Nc1nc(SCc2ccccc2Cl)ns1	11%	5%	-3%	0	?	-8%	11%	-1%	9	-1	6%
N#C/C(=C(/O)COC(=O)c1ccc(Cl)c(S(=O)(=O)N2CCOCC2)c1)c1nc2ccccc2[nH]1	-3%	-1%	0%	-18	-8%	7.1µM*	3.5µM*	2%	-19	-21	9%
O=C(CNc1ccccc1)N/N=C/c1ccc2c(c1)OCO2	2%	0%	1%	0	?	5%	35%	3%	-24	-3	5%
Cc1ccc(S(=O)(=O)NCCNC(=O)C2CCCNC2=O)cc1 (stereo not given)	4%	3%	0%	-2	-1%	0%	27%	-3%	6	0	0%
COc1ccc(-c2cc(CNC(C)=O)on2)cc1	6%	-1%	-1%	0	0%	5%	18%	-1%	16	-8	-2%
Nc1ncnc2c1ncn2[C@@H]1O[C@H](CNC(=O)[C@@H](N)Cc2ccc(C(F)(F)F)cc2)[C@@H](O)[C@H]1O	10%	6%	9%	.	.	.	.	.	-6	1	.
CC[C@]12c3[nH]c4ccc(Cl)cc4c3CCN1C(=O)[C@@H](CC(=O)NCCCN(C)C)C[C@@H]2C(=O)N1CCN(C(=O)C2CC2)CC1	5%	2%	1%	.	.	.	.	.	-27	-5	.
S=C(Nc1ccccc1Cl)N(Cc1ccccc1)Cc1ccccn1	-10%	-2%	-2%	-2	-9%	-5%[10 µM]	24%	-2%	-1	0	1%
O=C(COC(=O)c1cccc(F)c1)NC(=O)NCc1ccccc1	2%	5%	0%	.	.	.	.	.	2	-4	.
CC1CN(C(=O)c2cc3cc([N+](=O)[O-])ccc3s2)CC(C)O1 (stereo not given)	2%	.	3%	-1	-1%	-3%	8%	-5%	-6	-7	-9%
Cc1ccc(NC(=O)CN2C(=O)NC(Cc3ccccc3)C2=O)cc1Cl (stereo not given)	0%	12%	-2%	.	2%	.	.	-3%	-2	-1	-2%
O=C(Nc1ncc(Cc2ccccc2Cl)s1)C1=NCCN1	-5%	-21%	4%	-4	-4%	3.2µM*	4µM*	-3%	-18	2	2%
COc1ccc(C(=O)OCc2c(-c3ccccc3)ncc3ccccc23)cc1	0%	-5%	0%	.	.	.	.	.	-7	-70*	.
COc1ccc(/C(O)=C2/C(=O)C(=O)N(CCCN(C)C)C2c2cccnc2)cc1 (stereo not given)	2%	.	-2%	1	2%	-6%	1%	-1%	.	.	1%
Cc1cccc(N2CCN(C(=O)c3cccc(N4C(=O)C5C6C=CC(C6)C5C4=O)c3)CC2)c1C (stereo not given)	-7%	1%	-6%	-3	-1%	-18%	?	-8%	-7	2	-3%
OCC[C@@H]1C[C@@H](O)[C@H](O)[C@]2(Cc3ccccc3O2)O1	5%	18%	0%	-2	6%	4%	9%	0%	-23	0	-1%
[O-][n+]1c2ccccc2c2n1CCN=C2c1ccc(Cl)cc1	-1%	-1%	-1%	.	?	.	.	21%	-84*	-2	13%
O=C1CN(C(=O)c2ccccc2F)C(c2ccccc2)c2cc(Cl)ccc2N1 (stereo not given)	-3%	-2%	1%	-1	1%	1%	27%	-2%	10	2	2%
COc1ccc(C(c2nnnn2Cc2cccs2)N2CCN(c3ccc(F)cc3)CC2)cc1OC (stereo not given)	-2%	-1%	1%	1	5%	12%	28%	-5%	-5	-28	15%
COc1cc(/C=N/NC(=O)c2nnn(-c3nonc3N)c2C(C)C)ccc1O	-3%	9%	-1%	.	?	2%	17%	-4%	-20	-15	-6%
O=C1c2ccccc2C(Nc2cccc(C(F)(F)F)c2)N1Cc1ccco1 (stereo not given)	-6%	-5%	2%	3	-5%	?	4%	-9%	13	-22	-1%
COc1cc(S(N)(=O)=O)c(OC)cc1N	0%	-16%	-4%	0	2%	0%	0%	-8%	-21	11	-7%
CN(C(=O)CN(CCO)CC(=O)N(C)C(C)(C)Cc1ccccc1)C(C)(C)Cc1ccccc1	-5%	10%	?	6&-4	-1%	11%	-2%	-2%	-6	13	-1%
CC1(c2ccc(Cl)cc2)NC(=O)N(CC(=O)NCCC2=CCCCC2)C1=O (stereo not given)	2%	-4%	-1%	.	1%	.	.	-4%	1	-4	0%

Next section:
SMILES	ELG1 genotoxic	uPA generation	Tb PFK inh	Coupling enz	FLuc modulator	Gal4-VP16 FLuc	RORg inh	Rab9 promoter act	Giardia killer	KCNH2 3.1 block	NPC1 prom act
CN(c1ccccc1)S(=O)(=O)c1cccc(C(=O)NCc2ccccc2CN2CCCC2)c1	-3%	1%	4%	.	.	.	.	14%	-15	?	1%
CNC(=O)[C@@H]1C[C@H]1[C@@H](NC(=O)CNC(=O)OCc1ccccc1)c1ccccc1	.	21%	.	-1	.	4%	-4%	.	-6	1	.
O=C1CC(N2CCN(c3ccccc3)CC2)C(=O)N1c1ccc2c(c1)OCCO2 (stereo not given)	.	-1%	.	-4	3%	-16%	28%	.	-11	-7	.
CCOC(=O)C1=C(N)Oc2cc(C)[nH]c(=O)c2C1c1ccncc1 (stereo not given)	-3%	12%	4%	1	7%	1%	7%	0%	4	1	-14%
CCOC(=O)N1CCC(N2C(=O)c3ccccc3C2Nc2ccc(S(=O)(=O)N3CCOCC3)cc2)CC1 (stereo not given)	0%	-6%	4%	2	-3%	-5%	10%	4%	-15	-8	-3%
CC1(C)CN=C(N2CCN(c3ncnc4sc5c(c34)CCCC5)CC2)S1	-9%	.	-1%	2	4%	0%	-7%	0%	.	.	-1%
Cc1cnn(Cc2ccccc2)c1N	3%	0%	-9%	4	3%	-6%	5%	-5%	-21	7	-3%
C[C@H](NC(=O)N1CCn2c1nc1ccccc12)C(=O)NCc1ccco1	2%	-3%	2%	.	-1%	3%	-2%	-1%	3	5	-3%
CCCn1c(C(O)c2cc(OC)c(OC)c(OC)c2)nc2ccccc21 (stereo not given)	-3%	10%	-4%	1	-4%	?	?	-3%	-13	-2	0%
COc1ccc(C2(C)NC(=O)N(CC(=O)Nc3ccc4c(c3)CCC4)C2=O)cc1OC (stereo not given)	-2%	-24%	0%	.	.	.	.	-4%	-6	-24	-3%
Cc1ccc(-c2cc(C(=O)O)c3ccccc3n2)s1	?	?	-5%	-1	2.7µM*	?	?	23%	-23	5	29%
O=C(c1ccco1)N1CCN(c2c(-c3ccccc3)c3cc(Cl)ccc3[nH]c2=O)CC1	-31%[inhibitor]	11%	-3%	5	4%	?	2µM*	-4%	-15	3	-2%
CCCOc1ccc(C2C(C(=O)OC)=CN(CCOC)C=C2C(=O)OC)cc1	-1%	3%	15%	3	1%	-4%	-3%	-4%	-3	5	-2%
CCCCCC(C)n1[nH]c(=O)c2c(C)cc(C)nc21 (stereo not given)	-5%	-2%	0%	-10	2%	?	8%	-14%	12	14	4%
CC1C(=O)N2CCCc3cc(NC(=O)C(=O)NCCCc4ccccc4)cc1c32 (stereo not given)	11%	22%	5%	.	8%	.	.	-12%	7	-17	-8%
NC(=O)C1CCN(c2ncnc3c2c(-c2ccccc2)cn3-c2ccccc2)CC1	-21%	4%	0%	0	-2%	17%	4%	-2%	?	-26	-3%
Cc1cc(SCc2cc(=O)[nH]c3ccccc23)nc2ccccc12	-2%	8%	4%	-7	-1%	-6%	-13%	-2%	7	-8	-3%
CC1(OC(=O)CCc2ccccc2)C(=O)C=C2C=C(c3ccc(C#N)cc3)N(CC3CC3)C=C2C1=O (stereo not given)	1%	12%	1%	-13&-13	-1%	-1%	-15%	-6%	1	5	-2%
CC(C)Cc1nc(S(=O)(=O)c2ccc(Cl)cc2)c(N2CCOCC2)o1	5%	6%	14%	1	5%	11%	-22%	1%	22	-2	-7%
CN(C)CCOC(=O)c1ccc2c(c1)S(=O)(=O)c1ccccc1C2=O	1%	5%	13%	0	2%	4%	3%	-1%	-14	-5	7%
COc1ccc(N2CCN(C(=O)CSc3nnc(NC(=O)C4CC4)s3)CC2)cc1	-6%	4%	1%	0	-2%	3%	17%	0%	-25	-6	-2%
CCOc1cc(/C=C2\SC(=NC)N(C)C2=O)c(Br)cc1OC(C)=O	3%	-27%	0%	2	2%	?	?	-1%	-5	6	1%
Cc1c(NC(=S)N2CCN(c3ccc(F)cc3)CC2)c(=O)n(-c2ccccc2)n1C	-2%	0%	1%	0	-2%	-1%	21%	-1%	-5	-7	-2%
O=C(CC1C(=O)NCCN1Cc1ccc(F)cc1Cl)NC1CCCCCCC1 (stereo not given)	-3%	5%	3%	0	0%	-1%	11%	2%	25	5	-1%
CC(C)c1ccc(C2/C(=C(/O)c3ccccc3)C(=O)C(=O)N2CCCN2CCOCC2)cc1 (stereo not given)	-4%	4%	0%	0	-4%	-20%	?	-3%	9	4	7%

Screening data as filed in PubChem.
